Wnt act = activates Wnt/beta-catenin signaling in a reporter cell assay | activator, plate reader | activation, % at 9.35 µM | 300,000 compounds, 1.2% hits | AID 743398; in the data active = activation above about 30%, passing the limit was not always enough;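 note: 0% = neutral control wells and 100% = positive control wells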
Tat transport = inhibitors of E. coli Tat protein transport; E. coli MC4100 TorA-mCherry Tat export, fluorescence; inhibition, % at 10 µM; 340,000 compounds, 0.036% hits; AID 488895;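 active = mean replicate inhibition at least 50% and at least half of replicates individually reaching 50%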;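 note: exported cargo escapes ClpAP degradation while cytoplasmic cargo is degraded and loses fluorescence; 0% = median of neutral control wells and 100% = median of NaSCN control wells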
Ecoli viability = counter-screen for AddAB inhibitors: E. coli growth inhibition; AID 449728; E. coli V3065 growth, OD600 absorbance, 18 h; 330,000 compounds, 0.27% hits; inhibition, % at 11.9 µM;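 active = inhibition above the campaign's mean inhibition across all tested compounds plus 3 SD, cut at about 9.9% in these data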;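 note: uninfected addAB+ strain grown without phage in ampicillin broth; 0% = DMSO wells and 100% = ciprofloxacin 0.95 µg/ml wells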
CAL PDZ inh = blocks peptide binding to human CAL PDZ domain; Q9HD26; purified CAL PDZ, TMR-peptide fluorescence polarization, 1 h; inhibition, % at 20 µM; 330,000 compounds, 0.02% hits;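 active = highest replicate inhibition of at least 40%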;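 note: plate controls were DMSO neutral control wells for no effect and unlabeled competitor peptide control wells for full effect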
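Assay system – tagged CAL PDZ protein CerCALP, purified · Timing – 1 h at RT · Compound – single point, 20 µM · Measured by – fluorescence polarization from S- and P-plane intensities, G-factor corrected · Evaluation – inhibition from polarization loss · Probe or stimulus – TMR reporter peptide T*-PRC34 · Buffer or medium – pH 7.4 phosphate-saline buffer, reducing agent, detergent, IgG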
PvdQ acylase = blocks Pseudomonas aeruginosa PvdQ acylase activity; inhibition, % at 10 µM; purified PvdQ acylase, fluorescence plate reader; AID 488965; 340,000 compounds, 0.063% hits; in the data active = inhibition above about 30%, passing the limit was not always enough;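 note: 0% = vehicle neutral wells and 100% = reference inhibitor wells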
DAGLB inhibitor = diacylglycerol lipase beta (human) inhibition. Q8NCG7. HEK293T DAGLB membrane lysate, EnzChek fluorogenic substrate. inhibition, % at 5.17 µM. 340,000 compounds, 0.059% hits; in the data active = inhibition above about 34%;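 note: 0% = enzyme with vehicle and 100% = wells lacking enzyme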
Target sequence (Q8NCG7 whole entry, looked up): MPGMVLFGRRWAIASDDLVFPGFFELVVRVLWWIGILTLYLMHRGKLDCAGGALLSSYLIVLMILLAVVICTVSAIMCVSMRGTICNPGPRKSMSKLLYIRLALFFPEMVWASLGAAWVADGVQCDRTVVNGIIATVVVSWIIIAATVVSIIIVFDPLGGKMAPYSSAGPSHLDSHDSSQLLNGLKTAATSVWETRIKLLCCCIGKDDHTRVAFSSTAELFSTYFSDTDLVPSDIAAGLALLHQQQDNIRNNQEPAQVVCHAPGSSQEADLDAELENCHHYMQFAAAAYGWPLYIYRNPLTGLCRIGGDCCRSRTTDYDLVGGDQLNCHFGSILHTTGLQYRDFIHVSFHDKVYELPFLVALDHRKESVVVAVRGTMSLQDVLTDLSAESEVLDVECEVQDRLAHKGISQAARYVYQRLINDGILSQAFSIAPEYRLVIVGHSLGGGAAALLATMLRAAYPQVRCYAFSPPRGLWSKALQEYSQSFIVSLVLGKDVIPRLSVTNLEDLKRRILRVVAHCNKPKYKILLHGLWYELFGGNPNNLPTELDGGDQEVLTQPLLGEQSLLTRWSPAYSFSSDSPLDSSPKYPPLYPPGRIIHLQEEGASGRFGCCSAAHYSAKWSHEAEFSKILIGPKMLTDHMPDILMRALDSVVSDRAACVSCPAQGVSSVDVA
AddAB inh = less growth of phage-infected E. coli with AddAB. 330,000 compounds, 0.29% hits. E. coli expressing H. pylori AddAB, absorbance growth. inhibition, % at 11.9 µM; in the data active = inhibition above about 12%;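 note: 0% = vehicle wells of infected cells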
PfHsp90 set2 = inhibits growth of yeast expressing Plasmodium falciparum Hsp90 | S. cerevisiae expressing PfHsp90, BacTiter-Glo ATP, 48 h; yeast lacking PDR1 and PDR3 efflux regulators | inhibition, % at 9.4 µM | 310,000 compounds, 0.32% hits;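 active = every replicate shows inhibition above about 80%, whatever the replicate mean, limit read from the data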;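 note: 0% = DMSO neutral controls and 100% = 20 µM radicicol positive controls; yeast relying on Plasmodium falciparum Hsp90 in place of its own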
Rtt109 Vps75 = inhibitors of Candida albicans Rtt109/Vps75 histone acetyltransferase | inhibition, % at 34.9 µM | AID 540336 | 330,000 compounds, 0.16% hits | Q5AAJ8 | purified Rtt109/Vps75, ThioGlo CoA-SH fluorescence, 4 h;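 active = inhibition of at least 50% in every replicate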
Target sequence (Q5AAJ8 whole entry, looked up): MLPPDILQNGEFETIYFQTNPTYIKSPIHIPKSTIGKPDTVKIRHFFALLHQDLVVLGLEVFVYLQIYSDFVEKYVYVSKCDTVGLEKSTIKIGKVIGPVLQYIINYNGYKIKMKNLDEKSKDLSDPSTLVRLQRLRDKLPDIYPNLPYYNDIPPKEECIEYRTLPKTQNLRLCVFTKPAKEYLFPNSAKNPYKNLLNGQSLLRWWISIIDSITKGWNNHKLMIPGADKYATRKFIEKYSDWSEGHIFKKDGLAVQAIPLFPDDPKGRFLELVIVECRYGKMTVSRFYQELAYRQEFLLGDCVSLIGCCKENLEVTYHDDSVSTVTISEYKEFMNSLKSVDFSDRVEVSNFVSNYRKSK
phage Ecoli inh = E. coli growth loss with phage present | growth absorbance | inhibition, % at 11.9 µM | 360,000 compounds, 0.26% hits; in the data active = inhibition above about 11%
* = called active by the depositor; / = not tested or not shown.

Molecule	Wnt act	Tat transport	Ecoli viability	CAL PDZ inh	PvdQ acylase	DAGLB inhibitor	AddAB inh	PfHsp90 set2	Rtt109 Vps75	phage Ecoli inh
O=C(O)c1ccc(CSc2nnnn2C2CCCCC2)cc1	-1.4	-4.9	-3.0	-0.1	-12.4	0.4	0.1	/	-3.4	1.0
COc1ccc(OC)c(-c2csc(-c3cccs3)n2)c1	3.9	5.2	0.6	-2.4	-10.9	-16.3	3.9	-6.8	-0.3	-0.4
O=C(Nc1ccccc1C(=O)NCCCn1ccnc1)c1ccc(Cl)cc1Cl	0.3	-2.4	-0.2	-0.8	-15.8	0.2	0.2	-2.5	8.1	2.5
Cc1ccc(C(=O)CNc2cc(C)ccc2C)cc1	-2.0	1.1	1.1	9.7	-1.4	-2.0	-0.3	-12.1	-5.7	-0.7
Cc1ccc(C(=O)Nc2nccs2)cc1S(=O)(=O)N1CCCCC1	/	3.0	-0.9	-1.3	-8.0	0.2	-1.4	-26.8	15.6	-0.2
COc1ccc(C(C)C)cc1S(=O)(=O)Nc1ccncc1	-1.6	6.8	1.7	-1.2	-17.9	0.4	3.7	2.9	1.6	2.6
O=C(CCCc1ccccc1)NCCCc1ccccc1	3.3	6.2	-0.1	0.2	-8.5	-4.6	0.4	1.5	-0.2	5.0
CC(C)CC(=O)Nc1cccc(-c2nc3ccccc3[nH]2)c1	4.7	-7.0	2.7	-4.5	-11.3	0.2	4.8	-13.9	6.5	4.9
CCOc1cc(S(=O)(=O)N2CCN(c3ccc(F)cc3)CC2)c(OCC)cc1-n1cnnn1	1.7	7.7	-1.2	-1.4	1.2	0.0	4.0	-4.0	/	-0.7
Cc1noc(C)c1COC(=O)[C@H](C)NS(=O)(=O)c1ccc(Cl)c(Cl)c1	/	4.4	-0.1	-1.2	-5.6	-1.8	-2.6	-3.7	9.9	1.3
CCOC(=O)c1c(NC(=O)c2ccco2)n(C2CCCCC2)c2nc3ccccc3nc12	/	-4.1	2.4	-2.5	6.1	-7.5	-0.4	5.8	17.3	1.6
COc1cc(NC(=O)c2ccccc2Cl)ccc1NC(=O)c1cccs1	16.2	-6.8	-1.2	-2.6	7.5	-2.0	2.9	10.5	10.9	1.1
COc1ccc(CNC(=O)C(=O)NCC2OCCCN2S(=O)(=O)c2cccs2)cc1 (stereo unspecified)	-2.5	-1.9	-0.3	0.1	-0.7	1.5	-1.0	4.3	0.3	0.2
CC(C)NS(=O)(=O)c1ccc(OCC(=O)Nc2ccc3c(c2)OCCO3)cc1	/	-1.2	-3.9	-0.6	-9.3	0.7	-0.2	8.6	-8.2	2.0
O=C(NCCCN1CCCCCC1)C1CC(=O)N(C2CCCC2)C1 (stereo unspecified)	/	-7.5	-1.9	-1.8	5.3	-2.4	-0.7	19.5	32.5	1.1
Nn1c(SCC(=O)Nc2ccc(N3CCOCC3)cc2)nnc1-c1ccccc1F	19.0	-2.3	-1.4	0.0	7.8	-0.9	-0.6	23.1	10.2	2.8
Cc1nnc(SCC(=O)Nc2ccc3c(c2)OCCO3)n1CC1CCCO1 (stereo unspecified)	-6.1	-2.9	-3.4	-2.2	1.8	-0.8	1.2	11.0	-5.5	2.1
CC1CCC2(CC1)C(Nc1cccc(Cl)c1)=NC(=S)N2CC#N (stereo unspecified)	-5.2	2.7	-0.8	0.0	-11.3	-12.6	1.0	-25.1	-7.0	-0.1
O=C(OCC(=O)c1ccc[nH]1)c1ccc(F)c(S(=O)(=O)N2CCOCC2)c1	-0.2	-2.1	2.1	-0.3	2.1	-7.9	1.5	-12.5	-1.2	0.8
CC(C)Oc1ccc(N2CC(C(=O)Nc3ccc(N4CCOCC4)cc3)CC2=O)cc1 (stereo unspecified)	/	0.7	-1.0	0.1	6.1	2.8	0.7	-1.1	6.1	1.9
CC1CCN(c2ccc(-c3cccs3)nn2)CC1	-3.7	4.0	-2.1	-1.1	-11.4	-1.8	-0.3	22.1	11.3	3.2
COCc1nnc(NC(=O)c2cc(C(=O)OC)cc([N+](=O)[O-])c2)s1	0.6	3.0	-0.5	-1.2	-12.3	1.7	3.9	8.1	-12.0	2.5
COC(=O)[C@@]1(Cc2ccccc2)[C@H]2C(=O)N(C)C(=O)[C@H]2[C@H]2CN=C(SCc3ccccc3)N21	-2.9	-1.7	1.2	-0.9	8.0	-1.3	0.7	6.0	-3.0	0.8
CCCN1C(=O)C2(C(C(=O)c3ccc(C)o3)=C(O)C(=O)N2CCCOC)c2ccccc21 (stereo unspecified)	15.9	0.7	0.8	-0.3	1.0	-1.6	4.1	13.8	9.9	2.2
COc1ccc(C)cc1S(=O)(=O)NC(C)C(=O)NC1CC1 (stereo unspecified)	-0.5	10.2	4.3	-0.1	-0.9	-0.9	4.7	17.9	-5.0	2.8
NS(=O)(=O)c1ccc(NC(=O)Nc2cccc3ccccc23)cc1	-3.4	-0.5	-0.7	-0.5	-5.8	-0.4	4.2	8.0	-10.9	-1.2
Cc1nc(C)c(-c2csc(Nc3ccc(O)c(C(=O)O)c3)n2)s1	1.2	-6.0	/	1.0	-7.9	5.3	/	-23.4	13.9	-4.7
O=C(COC(=O)/C=C/c1ccccc1[N+](=O)[O-])Nc1ccc2[nH]c(=O)[nH]c2c1	1.6	-0.8	-2.7	-0.4	-15.0	1.7	-0.7	9.6	-2.2	1.0
CN(Cc1nc(C(c2ccccc2)c2ccccc2)no1)CC1COCCO1 (stereo unspecified)	-1.1	-2.8	-4.2	-0.6	-3.4	-0.4	-0.6	36.0	-6.2	2.9
CC(C)C(=O)NNC(=O)CSc1ncnc2c1cnn2-c1ccccc1Cl	2.7	-3.8	0.1	1.1	-12.1	-2.2	1.0	4.5	6.0	-2.3
C[C@H]1[C@H](C)CC[C@]2(C(=O)O)CC[C@]3(C)C(=CC[C@@H]4[C@@]5(C)CC[C@H](O)C(C)(C)[C@@H]5CC[C@]43C)[C@H]12	0.9	-7.1	-2.2	-1.4	-4.8	8.2	-2.3	9.9	1.1	4.4
O=Cc1ccccc1-c1cn(CN2C(=O)c3ccccc3C2=O)nn1	-5.2	1.8	-1.3	-0.8	-15.1	-1.9	-1.8	-38.7	-1.2	2.2
O=C(c1csc2ccccc12)N1CCN(c2ccccn2)CC1	/	9.9	0.9	-0.1	19.1	-3.4	0.0	-13.3	2.3	3.4
CCOC(=O)c1cn(-c2ccc(F)c(F)c2F)c2c(F)c(F)c(F)cc2c1=O	0.0	4.0	-1.2	/	-3.5	2.0	2.6	/	10.4	-1.1
Cc1c(Cl)c([N+](=O)[O-])nn1CCCC(=O)Nc1cccc(Cl)c1Cl	/	-4.2	0.4	-1.0	5.4	-2.2	3.1	/	-10.2	2.8
COC(CN(C)S(=O)(=O)c1cc2c3c(c1)CCC(=O)N3CCC2)OC	-2.5	-0.6	-0.8	-1.2	-29.1	1.8	4.1	13.3	-10.1	2.2
O=C(/C(=N/N=C/c1ccc(O)c(O)c1)c1ccccc1)c1ccccc1	0.4	20.5	2.2	-1.2	-7.1	7.7	8.8	0.4	3.2	4.9
Cc1ccc(-n2c(C)cc(C(=O)COC(=O)C3=NNC(=O)CC3)c2C)cc1	/	-7.6	-0.5	-0.5	-9.9	0.9	4.4	7.6	0.1	4.3
COc1ccc(C2C(C(=O)NCc3ccccn3)CCC(=O)N2c2cc(OC)c(OC)c(OC)c2)cc1 (stereo unspecified)	2.5	-11.4	-1.2	-2.7	-14.6	1.5	2.7	-26.7	1.2	-1.0
CCOc1cc(/C=N/NC(=O)CSc2cccc3cccnc23)ccc1O	-1.5	5.3	-0.9	-0.4	-9.0	0.3	-1.2	-5.7	0.2	3.7
CNC(=O)/C(=C\c1ccc2c(c1)OCO2)NC(=O)c1ccc(Br)cc1	1.2	-9.3	2.5	-0.9	7.8	1.0	0.3	2.1	-3.0	2.4
Cc1ccc(C)c(C(=O)CCC(=O)NCc2ccc(Cl)cc2)c1	-0.4	16.9	-0.6	-1.4	-18.6	-10.5	1.0	6.3	-4.1	-1.8
CCC(C)(C)c1ccc(Oc2ccc(NC(=O)COC(=O)C3=COCCO3)cc2)cc1	-5.1	1.2	2.2	-0.4	-8.3	2.6	-0.2	/	2.4	1.7
O=C(C1=C(O)C(=O)N(CCN2CCOCC2)C1c1cccc(O)c1)c1cc2ccccc2o1 (stereo unspecified)	1.4	-3.2	/	-0.8	-13.1	0.3	/	-2.2	2.9	1.3
Cc1cc(C)c(C(=O)N(C)CC2CCCN(CCc3ccccc3F)C2)o1 (stereo unspecified)	-0.2	-1.6	0.4	-2.6	-9.6	0.0	3.9	-10.0	-6.5	0.7
COC(=O)N/N=C/c1cc(N=Nc2ccccc2)ccc1O	14.2	-20.3	3.6	-1.2	4.6	12.7	3.0	0.4	7.1	5.5
Cc1ccc(F)cc1NC(=O)Cc1nn(C)c(=O)c2ccccc12	/	2.9	0.8	/	-7.1	-3.8	2.7	12.6	0.5	2.5
Cc1nc(N(C)C)c2sc(=S)n(Cc3ccccc3)c2n1	-0.9	-6.6	-0.4	0.8	-11.9	-2.7	2.6	-7.0	-19.1	0.8
CN(CC(=O)Nc1ccc(Cl)cc1)C(=O)c1sccc1-c1ccccc1	-2.8	4.3	-2.5	-2.3	-6.3	-5.0	2.1	6.6	-2.5	1.0
CC(C)CNC(=O)COC(=O)CCC(=O)c1ccc(F)cc1	/	-0.7	1.7	-0.7	-8.9	-0.5	1.6	-5.4	-8.2	2.3
CCOC(=O)c1nnn(CC(=O)N2N=C(c3cccc4ccccc34)CC2c2ccccc2)c1C(=O)OCC (stereo unspecified)	7.2	-3.1	0.5	-2.2	-13.6	-2.4	-0.1	-25.3	/	-1.4
O=[N+]([O-])c1ccc(S(=O)(=O)c2ccccc2)nc1	-11.3	-17.1	2.0	0.0	-11.0	-4.8	0.6	9.3	-2.5	1.8
CC(C)c1ccccc1OCC(=O)NC1CCCc2ccccc21 (stereo unspecified)	-6.2	15.8	0.9	-1.9	8.7	-11.1	0.7	-11.8	20.7	2.1
Cc1cc(C)cc(NC(=O)C/C(N)=N/O)c1	-2.5	-4.8	2.4	-0.8	1.1	-0.2	1.2	11.3	1.2	0.8
CCc1nnc(NC(=O)Cn2nnc(-c3ccccc3F)n2)s1	/	-4.0	1.6	-0.4	-11.6	-0.3	0.1	15.7	4.7	-0.1
CN(C(=O)C=Cc1ccccc1)c1ccccc1	-2.2	2.8	/	-0.5	-7.9	1.8	/	-20.2	-0.4	5.2
Cn1nc(C(C)(C)C)c([N+](=O)[O-])c1C(=O)N1CCCCCC1	20.3	-3.9	0.1	-3.0	-15.3	-6.2	-0.7	13.4	4.2	-0.9

Assay outcomes as filed in PubChem.
